Compound activity as filed in PubChem BioAssay.
M5 ag = CHRM5 agonism in calcium assay; P08912; CHO-K1 hM5 cells, Fluo-8 calcium fluorescence; 0% DMSO wells, 100% maximal acetylcholine response; activation, % at 3 µM; 0.19% of 360,000 active;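 active = activation above the run's mean over test compounds plus 3 SD, cut at about 23% in these data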;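 also: signal is peak over basal fluorescence ratio across the kinetic read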
Target sequence (P08912 whole entry, looked up): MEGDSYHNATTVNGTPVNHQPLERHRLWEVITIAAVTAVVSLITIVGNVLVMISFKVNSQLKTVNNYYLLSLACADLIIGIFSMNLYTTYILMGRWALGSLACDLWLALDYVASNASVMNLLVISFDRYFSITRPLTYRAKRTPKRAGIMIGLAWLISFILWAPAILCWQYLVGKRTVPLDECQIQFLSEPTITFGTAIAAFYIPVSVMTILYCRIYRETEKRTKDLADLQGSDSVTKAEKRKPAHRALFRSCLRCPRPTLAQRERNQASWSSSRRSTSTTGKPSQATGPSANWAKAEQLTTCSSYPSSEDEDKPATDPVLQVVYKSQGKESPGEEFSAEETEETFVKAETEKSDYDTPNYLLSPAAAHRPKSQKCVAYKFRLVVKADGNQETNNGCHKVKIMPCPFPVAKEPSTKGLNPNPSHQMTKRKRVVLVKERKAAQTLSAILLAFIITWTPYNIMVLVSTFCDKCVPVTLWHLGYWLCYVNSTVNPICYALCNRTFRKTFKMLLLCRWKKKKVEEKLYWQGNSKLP
CRFR2-BP ag = CRF-BP/CRF-R2 complex agonism; activation, % at 13.2 µM; 0.46% of 350,000 active; HEK293 CRF-R2/CRF-BP, calcium dye fluorescence (FLIPR); percent of saturating CRF peptide response;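 active = activation of at least 50%, plus an integration ratio under a set limit after plate pattern correction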;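 also: plate controls were neutral control wells without compound for no effect and CRF at EC100 for full effect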
CHRM4 PAM = positive allosteric modulators of human muscarinic M4 receptor; 0.4% of 360,000 active; CHO-K1 hM4/Gqi5, Fluo-8 calcium fluorescence, ACh EC20; 0% = ACh EC20, 100% = maximal ACh; P08173; activation, % at 3 µM; AID 624126;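 active = activation above its plate's cutoff, the mean activation of sample wells plus 3 SD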; also: some results filed as inactive read as strong as hits
Target sequence (P08173 whole entry, looked up): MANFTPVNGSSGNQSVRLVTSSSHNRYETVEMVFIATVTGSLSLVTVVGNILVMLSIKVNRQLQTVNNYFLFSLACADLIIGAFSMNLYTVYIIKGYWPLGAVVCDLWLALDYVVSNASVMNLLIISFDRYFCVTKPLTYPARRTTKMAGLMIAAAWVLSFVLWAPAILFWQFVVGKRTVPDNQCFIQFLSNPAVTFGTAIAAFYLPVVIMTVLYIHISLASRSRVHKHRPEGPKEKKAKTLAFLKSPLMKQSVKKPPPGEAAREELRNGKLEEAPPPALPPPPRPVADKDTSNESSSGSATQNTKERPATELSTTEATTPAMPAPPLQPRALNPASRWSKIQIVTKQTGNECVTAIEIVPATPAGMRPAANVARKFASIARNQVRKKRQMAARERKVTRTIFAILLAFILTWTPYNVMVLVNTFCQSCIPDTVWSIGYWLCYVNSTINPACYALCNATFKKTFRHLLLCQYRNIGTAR
M5 PAM = CHRM5 positive allosteric modulation; P08912; CHO-K1 hM5, Fluo-8 calcium, ACh EC20 PAM; 0% = ACh EC20, 100% = ACh EC100; activation, % at 3 µM; 0.3% of 360,000 active; AID 624038;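 active = activation above the run cutoff, the mean activation of all test compounds plus 3 SD, cut at about 18% in these data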
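Test system: CHO-K1 hM5 cells / Doses: single-point, 3 µM nominal / Times: Post-acetylcholine fluorescence recording 140 s / Technique: Fluo-8 calcium fluorescence / Measure: Max/basal fluorescence ratio as % of EC20–EC100 ACh window / Benchmarks: low control EC20 acetylcholine (0%), high control EC100 acetylcholine (100%) / Replicates: one well per compound, no replicates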
M1 antag = human CHRM1 antagonism. 1.3% of 360,000 active. P11229. CHO-K1 hM1, Fluo-8 calcium fluorescence, ACh EC80 antagonist. inhibition, % at 3 µM;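 active = percent inhibition above its own plate's cutoff, namely the mean of that plate's compound wells plus 3 SD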;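 also: peak over basal fluorescence ratio during 140 s after agonist addition; 0% = ACh EC80 plus DMSO and 100% = DMSO alone without agonist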
M1 PAM = positive allosteric modulators of human M1 muscarinic receptor. P11229. CHO-K1 hM1, Fluo-8 calcium fluorescence, ACh EC20; 0% = ACh EC20, 100% = maximal ACh. activation, % at 3 µM. 0.088% of 360,000 active; in the data active = activation above about 19%, passing the limit was not always enough
CHRM4 agonist = CHRM4 agonism in calcium assay. AID 624127. 0.14% of 360,000 active. activation, % at 3 µM. CHO-K1 hM4/Gqi5, Fluo-8 calcium fluorescence; vehicle 0%, full acetylcholine response 100%;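 active = activation above the run mean over all test wells plus 3 SD, cut at about 32% in these data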;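 also: peak over basal fluorescence ratio per well then scaled between controls; 0% = DMSO wells and 100% = acetylcholine at EC100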
CHRM5 antagonist = antagonists of human muscarinic M5 receptor (CHRM5); P08912; CHO-hM5 cells, Fluo-8 calcium fluorescence, ACh EC80; inhibition, % at 3 µM; 0.59% of 360,000 active;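 active = inhibition above a per-plate cutoff, the mean of that plate's test compounds plus 3 SD, cut at about 27% in these data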;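 also: 0% = acetylcholine EC80 with DMSO and 100% = DMSO without agonist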
CHRM4 antagonist = antagonists of human muscarinic M4 receptor (CHRM4) | inhibition, % at 3 µM | CHO-hM4 cells, ACh EC80, Fluo-8 calcium fluorescence | 0.73% of 360,000 active;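 active = inhibition above its plate's cutoff, the mean inhibition of sample wells plus 3 SD, cut at about 27% in these data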;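 also: 0% = acetylcholine EC80 with DMSO and 100% = DMSO without agonist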
Starred values were filed as active, the others as inactive; . = no result given.

SMILES | M5 ag | CRFR2-BP ag | CHRM4 PAM | M5 PAM | M1 antag | M1 PAM | CHRM4 agonist | CHRM5 antagonist | CHRM4 antagonist
CCC(C)C(NC(=O)c1ccccc1)C(=O)N1CCN(C(=O)c2ccccc2)CC1 (centres undefined) | 0 | -0.5 | 6 | 2 | -25 | 16 | 2 | -1 | -6
COC(=O)c1cn(CC(=O)Nc2ccccc2C)c2ccccc12 | 0 | -0.3 | 11 | -4 | -2 | 5 | 1 | 8 | -8
O=C(O)CCCC(=O)Nc1cccc([N+](=O)[O-])c1 | -3 | 1.0 | -5 | 0 | -6 | 12 | 1 | 2 | 4
Cc1nc2ncnn2c(N2CCC(C(=O)NCC3CCCO3)CC2)c1Cc1ccccc1 (centres undefined) | 1 | 0.5 | 8 | 1 | 8 | -1 | 0 | 4 | 2
COc1ccc(-c2n[nH]c(=S)n2Cc2ccccc2)cc1OC | -2 | 0.5 | 0 | 9 | -3 | 2 | 0 | 0 | 7
CCOC(=O)N1CCC(=NNc2ccc(S(N)(=O)=O)cc2[N+](=O)[O-])CC1 | 3 | -0.8 | 7 | 10 | -5 | 5 | 2 | -8 | -16
NNC1=N[C@H]2CS(=O)(=O)C[C@H]2S1 | -1 | -1.0 | 24* | 9 | 1 | -1 | 1 | -2 | -5
COC(CNC(=O)CSCc1nc(-c2ccc(SC)cc2)oc1C)OC | 1 | -2.6 | 8 | 5 | -1 | -2 | 3 | -12 | -12
COc1ccc(S(=O)(=O)NCCCn2ccnc2)cc1Cl | -7 | 0.1 | -1 | -2 | 10 | -3 | 1 | 6 | 7
CNC(=O)c1c(C)nc(SCC(=O)NCc2ccc(OC)cc2)c(C#N)c1-c1ccco1 | -10 | -0.2 | -5 | -2 | -14 | 10 | 1 | 2 | 8
CC(C)C(=O)Nc1ccc(-c2csc(-c3ccccc3)n2)cc1 | -2 | -0.4 | 1 | -7 | -2 | -1 | 0 | 6 | 0
CC(=O)OCCCN(C)CC/C=C1/c2ccccc2CSc2ccccc21 | -20 | -2.0 | -53 | -35 | 74* | -25 | 3 | 19 | 36*
O=C(COC(=O)c1ccccn1)NCCc1ccc(Cl)cc1 | 0 | 0.7 | 3 | -17 | -9 | 2 | 6 | 8 | -5
CCOc1ccc(NC(=O)CCS(=O)(=O)c2ccc(Br)cc2)cc1 | -3 | 1.1 | -1 | -2 | -3 | 1 | 1 | 5 | 6
C=C(C)c1ccc(C(C)(C)NC(=O)N(Cc2ccccc2)Cc2ccco2)cc1 | -2 | 8.8 | 2 | 1 | -3 | -2 | 0 | -3 | -2
COc1cccc(-c2nn(-c3ccccc3)cc2C(=O)NCC(=O)O)c1 | -4 | -2.6 | 3 | 7 | -4 | 6 | 0 | 2 | 1
CCOC(=O)C[C@@H]1OC[C@H](C)N1S(=O)(=O)c1ccc(C)cc1 | 6 | . | 3 | 11 | . | . | 3 | -10 | -4
Cc1ccc(S(=O)(=O)NC(=O)C2(C)CCN2C(=O)Cc2ccc(C(C)(C)C)cc2)cc1 (centres undefined) | 0 | . | 2 | -3 | -1 | 1 | 0 | 9 | -1
COc1ccc(NC(=O)Cn2nnc(C(=O)NCc3ccccc3OC)c2N)cc1Cl | -2 | -0.6 | 7 | -2 | 9 | 4 | 2 | 3 | -3
c1ccc(-c2nnsc2Sc2ccccn2)cc1 | -6 | -0.7 | -8 | -3 | 2 | -9 | 0 | -1 | -1

At a glance, 3 of the compounds above:
SMILES | M5 ag | CRFR2-BP ag | CHRM4 PAM | M5 PAM | M1 antag | M1 PAM | CHRM4 agonist | CHRM5 antagonist | CHRM4 antagonist
COC(=O)c1cn(CC(=O)Nc2ccccc2C)c2ccccc12 | 0 | -0.3 | 11 | -4 | -2 | 5 | 1 | 8 | -8
O=C(O)CCCC(=O)Nc1cccc([N+](=O)[O-])c1 | -3 | 1.0 | -5 | 0 | -6 | 12 | 1 | 2 | 4
Cc1nc2ncnn2c(N2CCC(C(=O)NCC3CCCO3)CC2)c1Cc1ccccc1 (centres undefined) | 1 | 0.5 | 8 | 1 | 8 | -1 | 0 | 4 | 2

Other compounds
SMILES | M5 ag | CRFR2-BP ag | CHRM4 PAM | M5 PAM | M1 antag | M1 PAM | CHRM4 agonist | CHRM5 antagonist | CHRM4 antagonist
NC(N)=NS(=O)(=O)c1ccc(NC(=S)Nc2ccc(F)cc2)cc1 | 2 | -0.2 | 4 | 1 | 19 | -10 | 1 | 6 | 7
O=C1C2C3C=CC(CC3)C2C(=O)N1/N=C/c1c(O)ccc2ccccc12 (centres undefined) | -2 | 1.0 | -5 | 1 | -13 | 16 | 0 | 7 | 0
O=C(CN1CCN(Cc2ccc(Cl)cc2)CC1)N/N=C/c1c[nH]c2ccccc12 | 1 | 2.6 | 5 | -2 | 5 | 0 | 3 | 0 | -7
COc1cc(NC(=O)c2ccc(Br)cc2)ccc1NC(=O)c1cc2ccccc2o1 | -1 | 1.3 | -2 | -3 | 5 | -2 | 0 | 4 | 2
Cc1nnc(SCC(=O)NC(=O)Nc2ccc3c(c2)OCCO3)n1N | 3 | 0.0 | -6 | 9 | -15 | 10 | 1 | -9 | 5
Cc1nn(C)c(C)c1CN(C)S(=O)(=O)c1ccc2ccccc2c1 | 4 | 0.6 | -7 | -13 | 24* | -12 | 12 | 20 | 20
COc1ccc(/C=C/C(=O)c2c(C)cc(C)[nH]c2=O)c2ccccc12 | 0 | 3.6 | 4 | 9 | -25 | 16 | 1 | 6 | -1
CC(C)C(=O)Nc1ccc2c(c1)nc(CCN1CCCCC1)n2C | -4 | -1.1 | -8 | 0 | -8 | 6 | 0 | 7 | 14
CCN(CC)C(=O)CSc1nnc([C@H](CCSC)NC(=O)OC(C)(C)C)o1 | 0 | 1.7 | -8 | -3 | -24 | 0 | -1 | 3 | 9
O=C(Cc1ccccc1)Nc1ccccc1C(=O)Nc1ccc(C(=O)O)cc1 | 1 | -1.2 | 0 | -3 | -1 | 8 | 1 | 4 | 6
O=C(CN1C(=O)CSC1=O)Nc1ccc(F)c(F)c1F | 2 | -0.9 | -2 | -1 | -19 | 12 | 1 | 4 | 2
Cc1nc2sc(C)c(C)c2c(=O)o1 | -6 | 0.0 | 5 | 6 | -5 | 5 | 0 | 0 | -11
CC1CCN(c2ccc([N+](=O)[O-])cc2C(=O)NCC2CCCO2)CC1 (centres undefined) | -5 | -4.3 | -5 | -4 | 5 | 0 | 1 | 12 | 7
CSc1nc2ccccc2n1CC(=O)Nc1ccccc1 | 0 | -0.9 | -1 | 2 | -6 | 8 | 0 | -2 | 5
N#Cc1c(NC(=O)c2ccc(Cn3cc(Br)cn3)o2)sc2c1CCCCC2 | -3 | -0.5 | 3 | 2 | -7 | 8 | 1 | -2 | 10
CCn1c(CCNC(=O)c2ccc(OC)c(OC)c2)nc2ccccc21 | 2 | -2.6 | -2 | -6 | -6 | 4 | 5 | 2 | 5
CN(C)c1ccc(-n2cc3c(=O)n(C)c(=O)n(C)c3c2)cc1 | -2 | -1.4 | -3 | 0 | -20 | -1 | 1 | 9 | -5
Cc1cc(C)cc(Oc2ccc(NC(=O)C3CC=CCC3C(=O)O)cc2)c1 (centres undefined) | -4 | -0.6 | 1 | 1 | -14 | 9 | 1 | 9 | -2
Cc1cccc(NC(=S)N2CCC(NC(=O)C3CCCCC3)CC2)c1 | -5 | 2.7 | -4 | 0 | -9 | 10 | 0 | 11 | -4
CCCc1nc(SCC(=O)Nc2ccc(S(=O)(=O)N(C)C)cc2)c2ccccc2n1 | 1 | -0.7 | -10 | -3 | -4 | 8 | 3 | 6 | 5
Cc1ccc(C(=O)C2C(=O)C3CCC2C3)cc1 (centres undefined) | -1 | . | -5 | -6 | 2 | -7 | 0 | 5 | 8
Cc1csc2nc(O)c(C(=O)NC3CCCCC3C)c(=O)n12 (centres undefined) | 4 | -2.1 | 1 | 1 | -3 | 5 | 0 | 1 | 4
CCOC(=O)c1c(C)[nH]c(C(=O)/C(C#N)=C/c2ccc(OC)c(OC)c2)c1C | -2 | 2.6 | -4 | -6 | 1 | 11 | 1 | 11 | 8
COc1ccc(NC(=O)CN2CCN(c3ccccc3C)CC2)cc1 | 1 | -0.9 | 2 | -1 | -12 | 4 | 1 | 3 | 1
CCOC(=O)C(CC)Sc1nnc2cc(C)c3ccccc3n12 (centres undefined) | -1 | -0.7 | -6 | -2 | -2 | 2 | 0 | -1 | -4
COc1ccc2[nH]c(=O)c(CN(C(=O)c3cccnc3)c3ccc(C)cc3)cc2c1 | 1 | -0.8 | -4 | -4 | 10 | -6 | 4 | 0 | 4
CCC1CCCCN1C(=S)NC1CCCCC1 (centres undefined) | -2 | -0.8 | 3 | -1 | 1 | 4 | 0 | -2 | 6
CCC(=O)N1CCC(C(N)=O)(N2CCCCC2)CC1 | 3 | -1.0 | 3 | -2 | -6 | 6 | 0 | 6 | 3
CCc1ccc(OCCCC(=O)Nc2cccc(C(=O)O)c2)cc1 | 4 | 5.0 | 11 | 11 | -14 | 18 | 0 | 6 | 5
CCC(=O)/C=C1/Sc2ccccc2N1CC | -1 | -1.7 | 1 | -4 | -19 | 1 | 0 | 4 | 0
O=C(CN1CCN(Cc2ccccc2)C1=O)NCc1cccs1 | 2 | 1.9 | 1 | 0 | -6 | 3 | 0 | 0 | 3
CC(C)(C)c1ccc(/C=C2\Oc3cc(O)ccc3C2=O)cc1 | 3 | 16 | -2 | -7 | 2 | 2 | 11 | 8 | 6
N#Cc1cccc(C(=O)Nc2ccc(S(=O)(=O)Nc3nccs3)cc2)c1 | 2 | 0.8 | 5 | -4 | 3 | 2 | 1 | 8 | 5
COc1ccc(/C=C/C(=O)NC(=S)N2CCN(c3ccccc3OC)CC2)cc1 | -3 | 0.8 | 5 | 1 | -13 | 9 | 0 | 10 | -7
CCc1ccccc1NC(=S)N(Cc1ccc(OC)cc1)CC1CCC(C(=O)O)CC1 (centres undefined) | 3 | -0.9 | 6 | -1 | -10 | 8 | 4 | 9 | 0
COC(=O)c1ccc2nc(-c3ccc(F)cc3)c(Cc3cccc(Cl)c3)n2c1 | -5 | . | -13 | -24 | . | . | 2 | 77* | 35*
O=S(=O)(NCCS(=O)(=O)N1CCN(c2ccccc2)CC1)c1ccccc1 | 10 | -1.6 | -7 | 17 | -1 | 6 | 5 | -15 | -17
COc1cc2[nH]cc(C(=O)NCc3cccs3)c(=O)c2cc1OC | 1 | 0.3 | -4 | -1 | -13 | 17 | 1 | 7 | -6
CC(C)c1ccc(NC(=O)C(c2ccccc2)N2CCN(C=O)CC2)cc1 (centres undefined) | -6 | -0.5 | 2 | -12 | -11 | 8 | 1 | 5 | -7
Fc1cc(F)cc(-c2oncc2-c2nnnn2-c2ccccc2)c1 | -4 | -1.1 | 18 | -1 | -10 | 10 | -1 | -7 | -10
N#Cc1c(NC(=O)C2CC(Cl)=CCC2C(=O)O)sc2c1CCCC2 (centres undefined) | -2 | 2.9 | 4 | -9 | -2 | -5 | 1 | 21 | 5
CCn1c(-c2nn(-c3ccccc3)ccc2=O)n[nH]c1=S | 0 | 1.9 | 12 | -4 | -12 | 6 | 0 | 9 | -1
Cc1cc(C)c(S(=O)(=O)c2ccccc2C)c(SCC(C)C)n1 | -7 | -0.8 | -4 | -6 | -1 | 1 | -2 | 5 | 8
COc1ccc(CNC(=O)C2CCCN(S(=O)(=O)c3cc(C)ccc3OC)C2)cc1 (centres undefined) | -3 | -0.9 | -8 | -7 | 4 | -5 | 5 | 9 | -7
CC1(C)CC(=O)C=C(NC2CCCCCC2)C1 | 0 | 0.6 | 0 | -6 | 11 | -3 | 1 | 3 | 9
